MLL CXXC-DNA inh: inhibitors of human MLL CXXC domain-DNA interaction. MLL-CXXC / FITC-HOXA9 DNA fluorescence polarization. AID 2662. 0.037% of 290,000 active. Q03164. Potency, µM (top dose mostly 115 µM), without a hit: at the top dose activity change, negative = inhibition, usual class: inhibitors; active means well fitted inhibition curve with a large enough effect in the polarisation, with a control signal flat, not every such curve was filed as active; inconclusive means small, poorly fitted or top-dose-only effect, or effect the other way, or a change in a side signal; inactive means no such curve, though single readings can be large or run the other way; the % refers to the polarisation; further: potency means the concentration at half of the fitted maximal effect
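Steps: dispense CXXC domain solution (7 uM) → pin compounds or unlabeled HOX-A9 DNA control → 5 min ambient → add FLSN-HOX-A9 solution (50 nM) → spin → 30 min ambient → fluorescence polarization. Tris pH 7.5/NaCl/DTT/BSA buffer.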
hERG WT inh: KCNH2 (human, wildtype) channel inhibition | Q12809 | U2OS, BacMam KCNH2, thallium flux FluxOr; stronger effect = lower value | activity change, % at 1.84 µM | 0.37% of 340,000 active | AID 720551;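 active means maximum activity change below -70%; inconclusive means maximum activity change between -70% and -50%; inactive means maximum activity change above -50%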; further: on the % scale 0 is the no-effect control and ±100 the full control effect
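U2OS cells were transduced with wild-type KCNH2 virus (2.03 x 10^8 / mL) for 4 h at room temperature, then cultured overnight at 37 C. Thallium flux was read with FluxOr dye. Rate constants were normalized to DMSO controls.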
A-T KAP1 phos: potential ataxia-telangiectasia treatment | 0.19% of 320,000 active | AID 485349 | Potency, µM (top dose mostly 57.5 µM), for the others: at the highest dose activation, hits mostly activators | […] A-T fibroblasts, KAP-1 phosphorylation AlphaLISA; neocarzinostatin DNA damage 30 min before lysis; further: potency means the concentration at half of the fitted maximal effect; % of control where 0% means no effect; nearly all actives have a fitted effect of over 45% in size
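ATM-like activity read as KAP-1 phosphorylation via AlphaLISA donor/acceptor antibody pairs after lysis and 6 hr at 25C. Cells were ATM-null patient fibroblasts ([…], hTERT), dosed 60 min, then exposed to the DSB inducer NCS for 30 min.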
TRPV1 agonist: activates the human vanilloid receptor TRPV1. Q8NER1. TRPV1-expressing cells, Fluo-8 calcium influx, agonist mode. activation, % at 8.33 µM. 0.19% of 320,000 active; in the data active means activation above about 80%; inconclusive means between about 30% and that limit; further: 0% is about no effect
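TRPV1-expressing cells were cultured overnight at 35.5C and loaded with Fluo-8 calcium dye for 40 to 90 min at room temperature. After a 10 s baseline, compound was added and calcium influx was read kinetically for 3 min (ex 480/em 520 nm).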
a7 integrin act: activators of alpha7 integrin expression for muscular dystrophy | alpha7betagal myoblasts, beta-gal FDG fluorescence, 48 h | Potency, µM (series often up to 38.3 µM), without a hit: at the top dose activation, actives largely listed as activators | 0.064% of 350,000 active | AID 624291;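 further: potency means the concentration at half of the fitted maximal effect; 100% = response of the positive control SU9516; nearly all actives have a fitted effect of over 60% in size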
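Alpha7betagal+/- myoblasts (passage 13) were plated 16-24 hr, then exposed to compounds (1:260 dilution of DMSO stock) for 48 hours at 37C. After MPER lysis, β-galactosidase reporter activity was read as FDG fluorescence (ex 480/em 540) after 30 minutes.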
MBNL1-CUG inh: blocks human MBNL1 binding to CUG repeat RNA; TR-FRET MBNL1-His/biotin-(CUG)12 binding, 665/545 ratio; Q9NR56; 0.036% of 280,000 active; Potency, µM (titrated, usually from 57.5 µM), for inactives: at the top dose activity change, negative = inhibition, most hits filed as inhibitors; active means well fitted inhibition curve with a large enough effect in the signal ratio, with a control signal flat, not every such curve was filed as active; inconclusive means small, poorly fitted or top-dose-only effect, or effect the other way, or a change in a side signal; inactive means no such curve, though single readings can be large or run the other way; the % refers to the signal ratio; further: potency means the concentration at half of the fitted maximal effect; on the % scale 0 is the no-effect control and ±100 the full control effect
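TR-FRET readout: Ex 340 nm, 665/545 nm emission ratio, normalized to buffer-only (basal) and MBNL1-(CUG)12 controls. Complex of MBNL1-His with Biotin-(CUG)12, compounds 92 nM–58 uM, incubated 60 min at room temperature.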
KCNH2 3.1 block: blocks the human KCNH2 3.1 channel isoform. U2OS KCNH2 3.1, thallium flux FluxOr; stronger effect = lower value. activity change, % (tested at about 1.8 µM). 0.95% of 340,000 active. AID 720553;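 active means maximum activity change below -70%; inconclusive means maximum activity change from -70% to -50%; inactive means maximum activity change above -50%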;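 further: thallium influx rate constant from kinetic fluorescence after stimulation buffer; on the % scale 0 is the no-effect control and ±100 the full control effect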
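We transduce U2OS cells with the mutant 3.1 virus, culture them overnight, load FluxOr with Red40 quencher for 45 min, then add stimulation buffer and read kinetically for 2 min to derive a normalized rate constant.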
GALK inh: blocks human galactokinase activity; Potency, µM (titrated, usually from 57.5 µM), without a hit: top-dose activity change, negative = inhibition, usual class: inhibitors; 0.007% of 270,000 active; Purified GALK, Kinase-Glo residual ATP luminescence; P51570; further: potency means the concentration at half of the fitted maximal effect; on the % scale 0 is the no-effect control and ±100 the full control effect
Target sequence (P51570 whole entry, looked up): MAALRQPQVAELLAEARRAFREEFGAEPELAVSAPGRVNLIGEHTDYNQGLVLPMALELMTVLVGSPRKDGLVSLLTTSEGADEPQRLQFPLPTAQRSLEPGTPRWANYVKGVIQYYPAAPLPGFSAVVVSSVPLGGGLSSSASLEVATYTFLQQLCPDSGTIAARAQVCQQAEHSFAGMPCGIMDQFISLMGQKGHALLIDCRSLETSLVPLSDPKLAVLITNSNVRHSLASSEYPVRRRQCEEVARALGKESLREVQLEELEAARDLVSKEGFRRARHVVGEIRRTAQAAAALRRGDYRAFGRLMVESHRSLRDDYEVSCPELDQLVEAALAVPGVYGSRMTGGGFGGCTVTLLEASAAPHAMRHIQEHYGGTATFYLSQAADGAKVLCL
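Galactose (100 uM) and ATP (35 uM) were turned over by 5 nM GALK for 1 h at RT. Kinase-Glo Plus then converted the remaining ATP into a luminescent signal.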
Coupling enz: counter-screen for Giardia aldolase inhibitors: coupling enzyme system. AID 2472. 0.67% of 290,000 active. coupling enzyme system counterscreen, AmpLite Red fluorescence. activity change, negative = inhibition, % at 58.2 µM, hits read low; in the data active means activity change below about -30%; further: on the % scale 0 is the no-effect control and ±100 the full control effect
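Compounds tested against the coupling enzymes alone at 57.5 uM final; readout was AmpLite Red fluorescence (525/598 nm) after 20 min at RT.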
ASM inhibitor: inhibitors of human secretory acid sphingomyelinase; P17405; placental ASM, HMU-PC fluorogenic substrate, 60 min; Potency, µM (top dose mostly 57.5 µM), for the others: top-dose activity change, negative = inhibition, usual class: inhibitors; 0.006% of 340,000 active; AID 504937; further: potency means the concentration at half of the fitted maximal effect
Target sequence (P17405 47-631 limits assumed): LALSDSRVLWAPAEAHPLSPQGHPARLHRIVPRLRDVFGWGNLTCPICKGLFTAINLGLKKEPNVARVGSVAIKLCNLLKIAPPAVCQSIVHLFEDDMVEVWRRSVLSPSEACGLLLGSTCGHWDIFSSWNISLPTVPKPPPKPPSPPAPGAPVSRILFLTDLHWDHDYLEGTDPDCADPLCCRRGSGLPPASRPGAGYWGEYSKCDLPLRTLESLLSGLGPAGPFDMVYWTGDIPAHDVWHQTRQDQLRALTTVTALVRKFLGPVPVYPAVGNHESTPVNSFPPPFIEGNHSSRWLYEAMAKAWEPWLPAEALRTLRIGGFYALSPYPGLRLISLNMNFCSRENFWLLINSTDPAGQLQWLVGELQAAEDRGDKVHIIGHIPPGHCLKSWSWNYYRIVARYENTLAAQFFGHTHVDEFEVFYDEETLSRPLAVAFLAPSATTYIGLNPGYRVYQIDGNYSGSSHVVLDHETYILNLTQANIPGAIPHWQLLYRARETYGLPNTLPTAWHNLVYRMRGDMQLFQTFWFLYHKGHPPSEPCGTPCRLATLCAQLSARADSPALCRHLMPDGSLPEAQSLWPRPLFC
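qHTS format. ASM enzyme prepared from human placenta hydrolyses the fluorogenic substrate HMU-PC0 (9 uM final) over 60 min at 37 °C after a 10 min compound preincubation.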
* = called active by the depositor; i = inactive; ? = inconclusive; . = not tested or not shown; [ ] = dose if it differs, or a comment. Unless noted, the call rests on the fitted dose curve; in most records, active means well fitted curve in the direction sought with a large enough effect; inconclusive means small, poorly fitted or top-dose-only effect, or another doubt; inactive means no such curve, though single readings can be large; an effect the other way counts as inactive or inconclusive.

Results follow in this order: MLL CXXC-DNA inh, hERG WT inh, A-T KAP1 phos, TRPV1 agonist, a7 integrin act, MBNL1-CUG inh, KCNH2 3.1 block, GALK inh, Coupling enz, ASM inhibitor
O=C(NC1CC1)C1=C[C@H](C2CCCCC2)C[C@H](OCCCCO)O1
    -8%, 0, 29%, 9, -18%, -10%, 6, -2%, 5, 7%
Cc1noc(N)c1C1(O)C(=O)N(C(C)C)c2ccccc21 (configuration not stated)
    5%, -7, 1%, 1, -20%, 7%, -5, -4%, 1, -3%
CCOC(=O)C1CCCN(Cc2sccc2C)C1 (configuration not stated)
    26%, 5, ., 14, 5%, -14%, 3, 4%, -1, 0%
CC1(C)C2C(Cl)(Cl)C2(C)c2ccccc2N1C=O (configuration not stated)
    ?, -3, 3%, -1, -11%, 0%, -1, 1%, 0, 6%
O=C(CCC(NC(=O)OCc1ccccc1)C(=O)OCC(=O)N1CCCCC1)OCC(=O)N1CCCCC1 (configuration not stated)
    0%, 14, -3%, 8, 0%, -5%, 0, 2%, 2, 3%
Cc1cc(=O)oc2cc(OCC(=O)NCCN3CCOCC3)c(Cl)cc12
    29%, -1, 17%, -1, -8%, -4%, -10, -3%, ., 4%
O=C(Nc1ccc(-c2cscn2)cc1)C1CCCN(Cc2ccc(CO)o2)C1 (configuration not stated)
    -5%, 4, -5%, -4, 14%, -4%, 12, -1%, ., 2%
O=C(NC(=S)Nc1cccc(CO)c1)c1ccc(-c2ccccc2)cc1
    11%, 2, -9%, -3, -40%, 9%, -12, 5%, -3, -6%
CCN1CCN(C(=O)C2CCC(=O)N(CCCN3CCCC3=O)C2)CC1 (configuration not stated)
    14%, -2, 11%, -1, -10%, -6%, 16, -2%, -1, 3%
O=C1NC(c2ccc3c(c2)OCO3)Nc2ccccc21 (configuration not stated)
    -3%, -2, -2%, 0, -11%, -2%, -1, -4%, 0, 95%[activator]
COc1ccc(C2CC(c3ccccc3)=NN2C(=O)COC(=O)/C=C/c2ccc(O)c(OC)c2)cc1 (configuration not stated)
    -2%, -6, -46%[inhibitor], 8, 7%, -1%, -4, -2%, 1, 92%[activator]
CCc1cccc2c(C(=O)CSc3nncn3-c3ccc(OC)cc3)c[nH]c12
    3%, i, 3%, -4, 7%, 0%, -3, 2%, -3, -2%
CCOc1ccc(C(=O)Nc2ccc(NC(=O)c3ccccc3)cc2)cc1Br
    35%[activator], 3, 0%, 2, 5%, -3%, -28, -4%, 2, 0%
O=C(NNC(=O)c1ccccc1Br)c1ccccc1Cl
    3%, -2, 2%, 1, -14%, ., -14, -1%, 0, 0%
CCCN(c1ccc(OCC)cc1)S(=O)(=O)c1ccc2c(c1)CCN2C(=O)CCC(=O)O
    2%, 22, -3%, 0, 1%, -9%, -3, -2%, 9, -2%
Cc1cc(C(C)(C)C)oc1C(=O)N(CC(=O)NC1CCCC1)Cc1ccccc1Cl
    2%, -18, -2%, ?, -29%, -3%, -7, 0%, -1, -5%
CC(=O)Cn1ncc(N2CCCCC2)c(Cl)c1=O
    0%, ., 3%, 0, ?, -1%, -2, -1%, 1, 4%
Cc1ccc(/C=N/NC(=O)c2nn(C)cc2Cl)cc1
    -1%, 2, -2%, ?, 15%, ?, 20, 4%, 1, 7%
COc1ccccc1/C=N/NC(=O)c1ccc(=O)n(C)c1
    14%, 0, -5%, 0, 13%, ., 5, 1%, -1, 6%
CCN(C(=O)COC(=O)CCn1c(C)csc1=O)c1c(N)n(Cc2ccccc2)c(=O)[nH]c1=O
    ., -1, -2%, -1, -13%, ., -16, ., ., 1%

A draw from above in order of molecular weight, low to high.
Results follow in this order: MLL CXXC-DNA inh, hERG WT inh, A-T KAP1 phos, TRPV1 agonist, a7 integrin act, MBNL1-CUG inh, KCNH2 3.1 block, GALK inh, Coupling enz, ASM inhibitor
CC1(C)C2C(Cl)(Cl)C2(C)c2ccccc2N1C=O (configuration not stated)
    ?, -3, 3%, -1, -11%, 0%, -1, 1%, 0, 6%
Cc1noc(N)c1C1(O)C(=O)N(C(C)C)c2ccccc21 (configuration not stated)
    5%, -7, 1%, 1, -20%, 7%, -5, -4%, 1, -3%
O=C(NC1CC1)C1=C[C@H](C2CCCCC2)C[C@H](OCCCCO)O1
    -8%, 0, 29%, 9, -18%, -10%, 6, -2%, 5, 7%
O=C(NNC(=O)c1ccccc1Br)c1ccccc1Cl
    3%, -2, 2%, 1, -14%, ., -14, -1%, 0, 0%
O=C(NC(=S)Nc1cccc(CO)c1)c1ccc(-c2ccccc2)cc1
    11%, 2, -9%, -3, -40%, 9%, -12, 5%, -3, -6%
CCN1CCN(C(=O)C2CCC(=O)N(CCCN3CCCC3=O)C2)CC1 (configuration not stated)
    14%, -2, 11%, -1, -10%, -6%, 16, -2%, -1, 3%
COc1ccc(C2CC(c3ccccc3)=NN2C(=O)COC(=O)/C=C/c2ccc(O)c(OC)c2)cc1 (configuration not stated)
    -2%, -6, -46%[inhibitor], 8, 7%, -1%, -4, -2%, 1, 92%[activator]

Next records.
Results follow in this order: MLL CXXC-DNA inh, hERG WT inh, A-T KAP1 phos, TRPV1 agonist, a7 integrin act, MBNL1-CUG inh, KCNH2 3.1 block, GALK inh, Coupling enz, ASM inhibitor
COc1ccc(CCN2CCCC(CN(C)Cc3cc(Cl)c(O)c(OC)c3)C2)cc1 (configuration not stated)
    20%, 19, 6%, -2, -60%[inhibitor], 4%, -36, -1%, -7, 4%
CCOC(=O)c1c(Nc2ccccc2)sc(/C=C2\C=Nc3ccccc32)c1O
    50%[activator], -4, ., 17, -12%, 14%, 6, -1%, 1, -1%
CCOc1ccc(N(C)C(=O)CCc2nnc3ccc(N4CCCCC4)nn23)cc1
    1%, -6, 2%, 3, 12%, 1%, -18, -5%, ., 3%
O=C(Nc1cccnc1)/C(N=Nc1ccc(Cl)c(C(F)(F)F)c1)=C(\O)c1ccccc1
    ?, -17, -3%, -1, 9%, ., 16, 0%, 1, 1%
CC(Cc1ccccc1)NC(=O)C1(c2ccccc2)CCOCC1 (configuration not stated)
    11%, 6, 7%, 0, 13%, -2%, -5, -4%, -2, 4%
COc1ccc([C@@H]2[C@@H]3C(=O)N(C(C)(C)C)C(=O)[C@@H]3[C@]3(CC(C)C)C(=O)N(c4ccccc4)C(=O)N23)cc1
    1%, 9, -5%, 13, 2%, 7%, -4, ., -1, -5%
COc1ccc(CNS(=O)(=O)c2cc3c(cc2Cl)NC(=O)CO3)cc1
    ., 30, 5%, -3, -8%, 2%, 0, ., 0, -2%
CCOC(=O)N1CCN(C(=O)c2ccc3ccccc3c2)CC1
    -5%, 0, -15%, 0, 24%, 13%, -13, -3%, 2, -1%
CCC(=O)N1N=C(c2cccs2)CC1c1ccco1 (configuration not stated)
    -3%, 4, 5%, 5, -16%, 4%, 16, -1%, 1, 1%
CCCNC(=O)c1ccc2c(=O)c(O)c(-c3ccc(Cl)c([N+](=O)[O-])c3)[nH]c2c1
    15%, -1, -3%, 0, -5%, 17%, 28, -1%, 0, 0%
O=C(CN1C(=O)c2ccccc2C1=O)Nc1ccc2c(c1)OCO2
    0%, -11, -9%, 1, ?, 15%, -24, 0%, -1, 3%
Cc1ccc(OCC(=O)c2ccc3c(c2)CCCC3)cc1C
    -3%, -8, 11%, 18, 0%, 6%, -17, 2%, 3, -7%
CC(=O)c1cccc(CN2CCC(C(=O)Nc3ccc(Oc4cccnc4)cc3)CC2)c1
    -5%, 26, 33%, 5, -37%[inhibitor], -7%, ., 6%, ., 9%
CCOC(=O)COc1nc(C)c(Br)c(OC)n1
    3%, 11, 5%, 1, 12%, 1%, 16, 1%, 2, 6%
COCCCNC(=O)c1ccccc1NS(=O)(=O)c1ccc(C)cc1
    -5%, -3, 3%, 5, 32%, -7%, 4, 0%, 0, 0%
COc1ccc(OC)c(Nc2ccc(C(=O)O)cc2[N+](=O)[O-])c1
    11%, -2, -6%, 1, 7%, 79%[activator], -13, 0%, 1, 8%
COc1ccc(-c2noc(N3CCC(C(=O)NCCCN4CC(C)CC(C)C4)CC3)n2)cc1 (configuration not stated)
    -4%, 24, 4%, 7, -7%, -6%, -25, 0%, -4, 3%
Cc1cccc(NC(=O)CCSc2nncn2C)c1
    -1%, 11, ., -1, -29%[7.66 µM], 0%, 21, 2%, 3, -1%
O=C(CCNS(=O)(=O)c1ccc(OC(F)(F)F)cc1)N1CCN(S(=O)(=O)c2cccc(F)c2)CC1
    ., 6, 7%, 4, 34%, ., -14, ., ., -2%
CCCN(S(=O)(=O)c1ccccc1F)S(=O)(=O)c1ccccc1Br
    46%[activator], -2, -4%, ?, -19%, -6%, 3, -3%, -3, -1%
CC(C)CCN1CCN(CCCc2ccccc2)CC1CCO (configuration not stated)
    -6%, 11, 8%, 4, -39%, -4%, 6, 2%, 2, 0%

Source: PubChem BioAssay
